ERAP1 inh: ERAP1 (human) enzyme inhibition | 0.15% of 340,000 active | Q9NZ08 | inhibition, % at 10.7 µM | recombinant ERAP1, Leu-AMC fluorescence, 60 min;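 active = mean replicate inhibition of at least 30%, or all replicates individually reaching that 30% level; inactive = mean below 30% and not every replicate reaching it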;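 also: 0% = neutral control wells and 100% = L-leucinethiol positive control wells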
E-selectin induc: induces E-selectin expression in human endothelial cells; P16581; HUVEC E-selectin immunofluorescence imaging; normalized: neutral wells 0, TNF-alpha wells 100; activation, % at 7.58 µM; 0.37% of 260,000 active; AID 686992;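 active = mean E-selectin-positive cell signal at least 10% of the positive control, reached in at least 60% of replicates, without over 20% cell loss; inconclusive = no rule given, readout overlaps actives, possibly toxicity-flagged; inactive = the rest, including those meeting only one limit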;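 also: in these data hits start at about 27%; measured in HUVEC primary endothelial cells; signal is the percent of cells scored E-selectin positive by PE staining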
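System: HUVEC, human umbilical vein endothelial cells; quantity: 3,000 cells/well; buffer or medium: EGM-2 medium, gelatin-coated wells; dosing: single-point compound dose; detection: immunofluorescence imaging; evaluation: % PE-positive cells; benchmarks: TNF-alpha, DMSO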
RAD52 inh: inhibitors of human RAD52 DNA annealing; recombinant RAD52 DNA annealing, FRET fluorescence; inhibition, % at 18.7 µM; AID 651710; 0.46% of 360,000 active; P43351;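 active = every replicate showing at least 50% inhibition; inconclusive = mean inhibition at least 50% but not in every replicate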
Target sequence (P43351 whole entry, looked up): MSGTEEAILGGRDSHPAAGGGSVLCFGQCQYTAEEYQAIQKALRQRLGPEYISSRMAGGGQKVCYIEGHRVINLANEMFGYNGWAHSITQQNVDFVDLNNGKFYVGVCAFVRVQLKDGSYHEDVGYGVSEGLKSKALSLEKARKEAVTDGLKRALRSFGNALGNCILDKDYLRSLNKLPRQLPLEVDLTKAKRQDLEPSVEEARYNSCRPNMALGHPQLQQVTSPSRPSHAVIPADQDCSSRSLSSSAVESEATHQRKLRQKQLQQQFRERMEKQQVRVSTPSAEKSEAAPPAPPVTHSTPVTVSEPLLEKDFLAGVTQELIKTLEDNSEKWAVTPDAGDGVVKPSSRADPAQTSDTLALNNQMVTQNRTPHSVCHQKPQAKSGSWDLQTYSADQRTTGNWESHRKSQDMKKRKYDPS
esBAF inh: SWI/SNF esBAF complex inhibition; 2% of 350,000 active; reporter increase, % at 12.5 µM; mouse ES cells, Bmi1-luciferase knock-in reporter, 24 h; 100% = twice the neutral-well signal; AID 602393; in the data active = activation above about 40%; inconclusive = no clear call, values can overlap the other calls;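 also: 0% = median of the plate's neutral control wells and 100% = double that signal; a rise in the Bmi1 reporter signal indicates esBAF inhibition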
ERp5 block: ERp5 (human) disulfide isomerase inhibition. Q15084. ERp5 insulin aggregation, absorbance 650 nm, 90 min. inhibition, % at 9.99 µM. 0.05% of 350,000 active;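 active = mean replicate inhibition above about 25%, with every replicate also reaching it, limit read from the data, passing the limit was not always enough; inconclusive = only one of those two criteria met; inactive = neither criterion met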
Target sequence (Q15084 whole entry, looked up): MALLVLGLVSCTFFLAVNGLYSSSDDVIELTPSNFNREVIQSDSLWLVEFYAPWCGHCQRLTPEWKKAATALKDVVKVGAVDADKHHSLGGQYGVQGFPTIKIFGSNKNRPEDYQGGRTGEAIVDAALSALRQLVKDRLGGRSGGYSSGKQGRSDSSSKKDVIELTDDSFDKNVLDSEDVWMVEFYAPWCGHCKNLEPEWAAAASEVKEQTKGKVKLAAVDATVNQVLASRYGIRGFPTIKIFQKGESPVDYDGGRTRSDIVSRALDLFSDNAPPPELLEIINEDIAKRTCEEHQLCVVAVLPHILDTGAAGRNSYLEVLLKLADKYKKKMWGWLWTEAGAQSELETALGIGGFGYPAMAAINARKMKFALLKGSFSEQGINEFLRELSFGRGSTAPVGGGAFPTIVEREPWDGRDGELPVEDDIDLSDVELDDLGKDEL
S100A4 inh HTS: S100A4-myosin IIA interaction inhibition | S100A4/TAMRA-MyoIIA peptide fluorescence polarization | P26447 | 0.14% of 360,000 active | inhibition, % at 10.7 µM;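 active = mean inhibition of at least 70% across replicates, with every replicate also reaching that level; inconclusive = mean inhibition reaches 70% but some replicates fall short; inactive = mean inhibition below 70%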
Target sequence (P26447 whole entry, looked up): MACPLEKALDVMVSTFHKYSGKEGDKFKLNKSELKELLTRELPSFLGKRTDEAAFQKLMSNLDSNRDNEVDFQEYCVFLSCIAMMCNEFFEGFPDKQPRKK
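Material: human S100A4 monomer with TAMRA-labelled myosin IIA peptide; buffer or medium: HEPES pH 7.2 with CaCl2, KCl, NaCl, DTT, Triton; compound dosing: one concentration per compound; schedule: 5 min incubation before reading; benchmarks: neutral control DMSO, positive control TFP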
RAD54 branch: blocks human RAD54 Holliday junction branch migration | inhibition, % at 10.4 µM | FAM/BHQ fluorescence | 0.14% of 360,000 active | Q92698;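 active = mean normalized replicate activity at least 40 and at least half of replicates scoring 40 or more; inconclusive = only one of the two criteria met; inactive = mean below 40 and under half of replicates reaching 40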;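 also: 0% = median of neutral control wells and 100% = median of positive control wells; inhibitors cause a drop in the FAM fluorescence signal; in these data hits start at about 50%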
XiGFP reactiv: reactivates the inactive X chromosome in mouse fibroblasts. XiGFP mouse fibroblasts, % GFP-positive cells imaging, 3 d; cells co-treated with 5-aza-dC sensitizer; scaled so ellipticine positive control = 100%. activation, % at 7.58 µM. 0.055% of 360,000 active;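 active = mean normalized replicate activation at least 10% and every replicate at or above 10%; inconclusive = only one of the two criteria met; inactive = mean below 10% and not all replicates reach 10%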;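 also: 0% = median of on-plate neutral control wells and 100% = ellipticine 6 µM median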
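Material: SV40-immortalized XiGFP fibroblast cells, line 68-5-11 | Buffer or medium: DMEM containing 5-aza-dC | Dosing: One concentration, pinned | Times: 3 d treatment, 15 min room-temperature fixation | Controls: Ellipticine 6 µM positive control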
* hit, by the source's call; ? = inconclusive; / = no result given; & = joins results of further samples.

SMILES	ERAP1 inh	E-selectin induc	RAD52 inh	esBAF inh	ERp5 block	S100A4 inh HTS	RAD54 branch	XiGFP reactiv
CC1CCCCC12NC(=O)N(CC(=O)Nc1cccnc1Cl)C2=O (configuration not stated)	7	0.0	-8	-2	-4	-14	-8	0.1
CCCNC(=O)N1C[C@H]2[C@@H](c3ccccc31)[C@@H](CO)N2Cc1ccccc1F	-2	1.0	-15	-4	-8	-5	1	0.0
C[C@@H]1CN([C@@H](C)CO)C(=O)c2cc(C#C[C@@H](C)O)cnc2O[C@H]1CN(C)C(=O)c1ccncc1	-4	-0.2	5	-1	1	52	-1	0.0
CC(C)CN(C(=O)CN(C)S(=O)(=O)c1ccc(Cl)cc1)C1CCS(=O)(=O)C1 (configuration not stated)	4	-0.1	-17	/	1	-3	0	0.4
CCCNc1nc2c(c(=O)[nH]c(=O)n2C)n1CCc1ccccc1	1	1.6	1	-8	-11	-2	-14	0.0
Cc1ccn2cc(-c3ccc(NS(=O)(=O)c4ccccc4)cc3)nc2c1	1	/	-5	36	5	-2	-1	-0.1
Cc1c(C)c2cc3c(C)coc3cc2oc1=O	-1	0.1	-1	5	4	-2	11	0.0
COc1ccccc1N/C=C1/Sc2cc(Cl)ccc2NC1=O	-3	/	-16	/	1	1	/	1.1
COCC(=O)N1CCCCN2[C@H](CO)[C@@H](c3ccc(-c4cccc(C)c4)cc3)[C@@H]2C1	-3	-0.1	-7	/	-4	15	-3	0.0
C/C(=N\NC(=S)NC1CCCCC1)c1ccc(C)o1	-2	0.0	-15	28	-1	-4	3	0.3
CC(NC(=O)C1CCC(CNC(=O)[C@@H]2Cc3ccccc3CN2)CC1)c1ccccc1 (some centres not stated)	-3	0.6	-5	2	1	5	-16	0.2
O=C1/C(=C/C=C/c2ccccc2)Oc2c1ccc(O)c2CN1CCN(CCO)CC1	0	-0.2	-166	25	1	2	-22	0.0
CN1C(=O)[C@H]2[C@@H](C3CC3)N3C(=O)CN(Cc4ccc(-c5ccccc5)cc4)C(=O)[C@@]3(C)[C@H]2C1=O	-1&-3	0.0	-13&-107	0	2&-3	0&2	-6	0.0
CC(C)(C)C(=O)Nc1nnc(SCC(=O)NC2CCCC2)s1	2	/	-11	0	-1	-10	-4	0.1
C[C@H](CO)N1C[C@H](C)[C@H](CN(C)C)OCCCC[C@H](C)Oc2ccc(NC(=O)Cc3ccccc3)cc2C1=O	-2	-0.1	3	-2	-1	4	1	-1.2
C/C=C/c1ccc2c(c1)O[C@@H](CN(C)Cc1ccccc1F)[C@@H](C)CN([C@@H](C)CO)S2(=O)=O	-2	0.3	5	-6	8	-8	-6	-0.4
Cc1ccc(CSc2nnc(-c3ccccn3)n2Cc2cccs2)cc1	-4	0.3	3	15	-2	-3	-2	-0.1
CC1=C(C(=O)Nc2cc(C(=O)NCc3ccccc3)ccc2C)SCCO1	3	1.2	-6	2	11	-1	-2	-0.1
O=C(C[C@@H]1C=C[C@@H](NC(=O)Nc2ccccc2F)[C@@H](CO)O1)NCc1ccccc1	-11	4.7	14	/	2	3	/	-0.3
Cn1c(CCC(=O)Nc2ccc(S(C)(=O)=O)cc2)nc2cc(S(=O)(=O)N3CCOCC3)ccc21	3	-0.2	-9	-8	7	0	5	0.0
COc1ccccc1NS(=O)(=O)c1ccc2oc(=O)ccc2c1	1	/	-7	-1	3	1	0	0.0
O=C(O)C1CCC(N2C(=O)c3cccc([N+](=O)[O-])c3C2=O)CC1 (configuration not stated)	-3	-0.2	6	-8	0	6	5	0.1
Cc1ccc(S(=O)(=O)Nc2ccc3c(c2)C(=O)N([C@@H](C)CO)C[C@H](C)[C@@H](CN(C)S(=O)(=O)c2cn(C)cn2)OCCCC[C@H](C)O3)cc1	-2	-0.2	-7	-2	-4	-13	4	0.0
CS(=O)(=O)N1CCCCC1c1cc(C(=O)Nc2cccc3c2CCCC3)no1 (configuration not stated)	-2	0.2	-11	6	4	-9	-14	0.1
Cc1ccc(S(=O)(=O)Nc2ccc3c(c2)CC(=O)N([C@H](C)CO)C[C@@H](C)[C@H](CN(C)C)O3)cc1	5	-0.6	1	3	-1	1	12	0.0
O=C(Nc1ccc(Cl)c(S(=O)(=O)N2CCCCC2)c1)c1ccncc1	-1	1.5	-4	/	0	-7	-4	0.0
C[C@H](CO)N1C[C@H](C)[C@@H](CN(C)S(=O)(=O)c2cn(C)cn2)Oc2ccc(NC(=O)C3CCCCC3)cc2CC1=O	-1	-0.2	11	2	-1	15	0	0.3
CCCCS(=O)(=O)N1CCC(C(=O)Oc2ccccc2OC)CC1	-3	/	-1	1	4	-2	4	-0.2
O=C(C[C@@H]1C[C@@H]2c3cc(NC(=O)Cc4ccncc4)ccc3O[C@@H]2[C@@H](CO)O1)NCc1ccccc1	4	-0.6	-14	4	8	12	5	0.4
O=C(C[C@H]1C[C@H]2c3cc(NC(=O)c4ccc5c(c4)OCO5)ccc3O[C@H]2[C@H](CO)O1)NCCN1CCCCC1	-5	0.2	6	10	3	-4	10	0.0
O=C(COc1ccc(F)cc1)NCC1(N2CCOCC2)CCCCC1	-1	/	-6	-5	-5	-24	-6	0.4
CCS(=O)(=O)N1CC2(CN(C(=O)c3ccc(F)cc3)[C@@H](CO)c3[nH]c4cc(OC)ccc4c32)C1	-1	0.3	-4	/	5	-2	/	0.0
O=c1oc2ccccc2cc1-c1cn(-c2ccccc2)c(=S)[nH]1	-2	0.7	-2	/	?	9	/	0.0
Cc1ccc(CNC(=O)C2CCCN2S(=O)(=O)c2ccc3c(c2)C(C)(C)C(=O)N3C)cc1 (configuration not stated)	5	0.0	-28	0	1	0	4	0.0
COc1ccc(OC)c(NP2(=O)OCC(C)([N+](=O)[O-])CO2)c1 (configuration not stated)	-3	0.1	-11	/	4	6	/	-0.1
Nc1ccc(C2=Nc3cccc4cccc(c34)N2)cc1	-2	/	-3	-17	0	-1	12	-0.1
CCn1cc(/C=C(\NC(=O)c2ccccc2F)C(=O)NCCCN2CCOCC2)c2ccccc21	0	0.0	-6	-3	-4	-1	/	0.0
COc1ccc(Cl)cc1S(=O)(=O)N1CCC(C(=O)NCCC2=CCCCC2)CC1	1	/	0	/	6	-39	-1	0.4
Cc1ccnc(SC2CC(=O)N(c3ccc([N+](=O)[O-])cc3)C2=O)n1 (configuration not stated)	-2	/	-12	1	1	2	-11	0.1
CCC(C)Sc1ccc([C@@H]2[C@@H]3C(=O)N(CC)C(=O)[C@@H]3[C@]3(C(=O)OC)CCCCN23)cc1OC (some centres not stated)	2	0.3	5	0	0	-2	-3	0.2

Some of these compounds in order of the esBAF inh value, descending:
compound | esBAF inh
O=C(C[C@@H]1C[C@@H]2c3cc(NC(=O)Cc4ccncc4)ccc3O[C@@H]2[C@@H](CO)O1)NCc1ccccc1 | 4
CCC(C)Sc1ccc([C@@H]2[C@@H]3C(=O)N(CC)C(=O)[C@@H]3[C@]3(C(=O)OC)CCCCN23)cc1OC (some centres not stated) | 0
Nc1ccc(C2=Nc3cccc4cccc(c34)N2)cc1 | -17

The list goes on:
SMILES	ERAP1 inh	E-selectin induc	RAD52 inh	esBAF inh	ERp5 block	S100A4 inh HTS	RAD54 branch	XiGFP reactiv
O=C(O)c1ccc(S(=O)(=O)N2CCCCCCC2)cc1	0	-0.1	-14	-3	10	3	-7	0.1
CN(C(=O)c1ccc(-c2nn(C)c(=O)c3ccccc23)cc1)C1CCCCC1	-4	0.2	-8	4	1	7	-1	-0.1
O=C(c1ccc(OC2CCN(C/C=C/c3ccc(F)cc3)CC2)cc1)N1CCCCC1	0	-0.1	-6	/	-2	-2	5	0.3
O=C(N/C(=C\c1ccc(Br)cc1)C(=O)N1CCOCC1)c1ccco1	-6	0.0	-23	-5	-1	-9	-4	0.2
C[C@H](CO)N1C[C@H](C)[C@H](CN(C)C(=O)Nc2ccccc2)OCCCC[C@H](C)Oc2ccc(NS(C)(=O)=O)cc2C1=O	1	-0.1	8	4	6	9	0	0.1
CN(C)CCNC(=O)c1[nH]c(C(F)(F)F)nc1-c1ccccc1	2	-1.5	-17	-6	0	-3	-11	0.3
C[C@@H]1CN([C@H](C)CO)C(=O)c2cccc(NS(=O)(=O)c3ccc(F)cc3)c2O[C@@H]1CN(C)C(=O)Nc1ccc2c(c1)OCO2	2	1.3	7	11	-15	10	-2	0.0
COc1ccc(S(=O)(=O)N[C@H]2CC[C@H](CCn3cc(-c4cccc(F)c4)nn3)O[C@H]2CO)cc1	1	-1.8	-1	4	-4	15	4	0.1
COc1ccc(C)cc1S(=O)(=O)N1CCCC(C(=O)NC2CC2)C1 (configuration not stated)	0	/	-8	-5	6	0	-9	0.1
CN(CC(=O)Nc1ccc(N2CCOCC2)cc1)CC(=O)Nc1cccc(C#N)c1	8	-3.0	1	/	-2	-5	/	-0.4
COc1ccc2c(c1)[C@H]1[C@H](CO2)[C@H](c2ccccc2)[C@]2(C)C(=O)Nc3cc(OC)c(OC)cc3C(=O)N12	/	-0.2	-19	-3	1	2	10	-0.3
C[C@@H]1CCCCO[C@H](CN(C)Cc2ccc(C(=O)O)cc2)[C@@H](C)CN([C@H](C)CO)C(=O)c2cc(NS(C)(=O)=O)ccc2O1	1	-0.1	-5	/	-2	0	/	0.1
C=CCC[C@@H](Cc1ccc(F)cc1)C(=O)OC[C@@H](C)NC(=O)[C@@H](CC=C)CC(=O)N[C@H](CO)Cc1ccccc1	-2	-0.2	-13	4	-6	-1	10	0.0
CCOC(=O)CSc1n[nH]c(=S)s1	/	-0.3	-10	/	1	-5	/	0.2
C[C@@H]1CN([C@@H](C)CO)C(=O)c2cc(NC(=O)CCN3CCOCC3)ccc2O[C@@H]1CN(C)Cc1ccncc1	0	7.9	-10	2	-4	28	-6	0.3
O=C(Nc1ccc(S(=O)(=O)NC2=NCCCCC2)cc1)C1COc2ccccc2O1 (configuration not stated)	-1	-2.4	9	-4	7	-4	/	0.0
O=C(C[C@H]1CC[C@@H]2[C@H](COC[C@H](O)CN2Cc2ccc3c(c2)OCO3)O1)N1CCCCC1	3	0.0	2	-1	-2	-2	15	0.0
COc1cccc(C(O)c2nc(-c3cc4ccccc4o3)cs2)c1 (configuration not stated)	-2	0.0	-7	12	1	10	15	-0.1
CSc1ccccc1NC(=O)CN(C)C(=O)CCc1c[nH]c2ccccc12	-4	/	-14	-5	-7	-1	5	0.0
C[C@@H]1CN([C@H](C)CO)C(=O)Cc2cc(NC(=O)CCC(F)(F)F)ccc2O[C@@H]1CN(C)Cc1ccc(C(F)(F)F)cc1	0	0.3	-11	-5	-4	5	-3	-0.1
Cc1ccc(S(=O)(=O)NN2C(=O)c3ccccc3NC2(C)C)cc1	-22	/	-11	/	2	9	/	-0.1
O=C(c1ccccc1)c1c[nH]c(C(=O)C(Cl)(Cl)Cl)c1	4	/	5	4	-3	-3	/	0.0
Cc1cccc(C(=O)Nc2ccc(C(=O)c3ccccc3)cc2)c1	/	/	-14	/	5	0	9	0.0
Cc1ccc(N2CC(C(=O)N3CCCc4ccccc43)CC2=O)cc1 (configuration not stated)	-4	/	-4	2	-5	1	9	/

Screening results from PubChem BioAssay.
